# Screening data from PubChem.
# LANA DNA inh: KSHV C-LANA DNA binding inhibition. AID 504423. inhibition, % at 9 µM. MBP-C-LANA/FAM-LBS DNA binding, fluorescence polarization. 0.078% of 340,000 active;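 active means highest replicate inhibition at or above 60% at 9 µM, even if other replicates fall short; inactive means all replicates below 60% inhibition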;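 further: 0% = neutral control wells and 100% = 4 µM acridine orange control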
# CDK5 inh: blocks human CDK5/p35 kinase activity; 0.01% of 330,000 active; inhibition, % at 10 µM; Recombinant CDK5/p35, ADP-Glo luminescence, 60 min; AID 488839;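 active means highest replicate inhibition of at least 50% and at least 75% of replicates reaching 50%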;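 further: plate controls were DMSO neutral control for no effect and GW8510 at 10 µM for full effect; many of its hits are not listed in these tables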
# SUMO Mot1 rescue: blocks SUMOylation pathway, rescuing yeast Mot1-301 growth | S. cerevisiae Mot1-301 growth rescue, ATP luminescence, 38.5C; percent above DMSO median, 100 means doubled | growth rescue, % at 18.8 µM | 1% of 320,000 active;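 active means every valid replicate shows activation above 250% relative to neutral control wells; inactive means the rest, any valid replicate at or below 250%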;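 further: OY570 slx delta 5 strain wells were the positive control but not used for scaling; some compounds called inactive have numbers as strong as hits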
# RTF Ca sens inh: cardiac RTF calcium desensitization. P19429+P45379. IANBD-labeled cardiac RTF, Ca2+ fluorescence. inhibition, % at 7.15 µM. 0.12% of 340,000 active. AID 493244;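 active means inhibition above the mean inhibition of all tested compounds plus 3 SD, cut at about 17% in these data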;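 further: assay run at fixed EC70 calcium of 1.6 mM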
# Keap1 Nrf2 FP: Keap1-Nrf2 (human) interaction inhibition; 0.15% of 340,000 active; inhibition, % at 9.4 µM; Keap1 Kelch-Nrf2 peptide fluorescence polarization, 1536-well; in the data active means inhibition above about 12%;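 further: human Keap1 Kelch domain with fluorescein labeled Nrf2 9mer peptide probe; 0% = neutral control wells and 100% = peptide positive control; higher means more block of Keap1 binding to Nrf2 peptide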
# cardiac RTF act: cardiac RTF calcium sensitization; P19429+P45379; AID 493008; activation, % at 7.2 µM; 0.24% of 340,000 active; IANBD-labeled TnC RTF fluorescence at EC20 calcium; 0% EC20 calcium, 100% full calcium;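 active means activation above the mean over all tested compounds plus 3 SD, cut at about 30% in these data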;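 further: rise in fluorescence read as greater calcium sensitivity of cardiac thin filaments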
# Rtt109 HAT inh: inhibitors of Candida albicans Rtt109/Vps75 histone acetyltransferase; 0.16% of 330,000 active; inhibition, % at 34.9 µM; purified Rtt109/Vps75, ThioGlo CoA-SH fluorescence, 4 h;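 active means inhibition of at least 50% in every replicate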
# PfHsp90 set2: inhibits growth of yeast expressing Plasmodium falciparum Hsp90; S. cerevisiae expressing PfHsp90, BacTiter-Glo ATP, 48 h; yeast lacking PDR1 and PDR3 efflux regulators; inhibition, % at 9.4 µM; 0.32% of 310,000 active;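 active means every replicate shows inhibition above about 80%, whatever the replicate mean, limit read from the data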;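 further: 0% = DMSO neutral controls and 100% = 20 µM radicicol positive controls; yeast relying on Plasmodium falciparum Hsp90 in place of its own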
# NSD2 inh: NSD2 (human) methyltransferase inhibition. O96028. NSD2 peptide methylation, AlphaScreen, 120 min. inhibition, % at 12.5 µM. 0.54% of 310,000 active. AID 743445; in the data active means inhibition above about 50%
# Target sequence (O96028 whole entry, looked up): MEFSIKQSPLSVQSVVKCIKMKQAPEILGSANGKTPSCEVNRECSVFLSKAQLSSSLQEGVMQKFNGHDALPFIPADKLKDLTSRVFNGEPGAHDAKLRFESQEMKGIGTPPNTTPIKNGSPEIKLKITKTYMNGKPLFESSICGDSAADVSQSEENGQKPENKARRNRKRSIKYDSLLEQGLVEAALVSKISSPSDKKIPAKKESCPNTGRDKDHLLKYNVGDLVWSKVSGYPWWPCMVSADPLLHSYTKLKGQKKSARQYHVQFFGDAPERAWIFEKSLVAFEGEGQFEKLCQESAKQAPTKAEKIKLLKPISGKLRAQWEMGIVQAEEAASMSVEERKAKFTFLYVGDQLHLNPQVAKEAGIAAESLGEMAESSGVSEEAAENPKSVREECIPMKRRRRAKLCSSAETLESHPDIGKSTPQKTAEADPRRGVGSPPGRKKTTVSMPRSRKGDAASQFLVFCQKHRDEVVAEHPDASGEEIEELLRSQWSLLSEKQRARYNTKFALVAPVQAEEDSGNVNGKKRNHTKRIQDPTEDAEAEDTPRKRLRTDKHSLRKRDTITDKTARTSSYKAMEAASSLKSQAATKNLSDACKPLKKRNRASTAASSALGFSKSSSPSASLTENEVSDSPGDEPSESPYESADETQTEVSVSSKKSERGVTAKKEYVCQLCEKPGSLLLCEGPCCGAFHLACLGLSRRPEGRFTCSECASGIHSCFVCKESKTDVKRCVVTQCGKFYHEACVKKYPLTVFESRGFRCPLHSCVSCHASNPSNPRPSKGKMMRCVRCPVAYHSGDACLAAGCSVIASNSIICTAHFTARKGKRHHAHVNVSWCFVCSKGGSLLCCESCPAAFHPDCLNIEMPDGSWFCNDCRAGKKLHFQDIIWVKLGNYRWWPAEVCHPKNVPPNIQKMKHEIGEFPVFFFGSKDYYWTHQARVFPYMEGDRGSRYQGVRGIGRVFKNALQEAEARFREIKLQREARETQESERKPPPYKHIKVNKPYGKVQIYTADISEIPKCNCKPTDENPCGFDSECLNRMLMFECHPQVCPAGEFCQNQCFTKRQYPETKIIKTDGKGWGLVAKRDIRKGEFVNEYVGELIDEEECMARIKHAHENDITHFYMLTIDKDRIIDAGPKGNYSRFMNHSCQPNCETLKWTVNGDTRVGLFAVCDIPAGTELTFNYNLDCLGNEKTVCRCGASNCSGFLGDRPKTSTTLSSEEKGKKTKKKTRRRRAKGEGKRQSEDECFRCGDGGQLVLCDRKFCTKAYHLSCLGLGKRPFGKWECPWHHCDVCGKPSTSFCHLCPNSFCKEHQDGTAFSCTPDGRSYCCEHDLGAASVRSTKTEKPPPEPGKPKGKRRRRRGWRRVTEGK
# dFosB act: mouse delta FosB homodimer activation. purified delta FosB, TAMRA-CDK5 oligo fluorescence polarization; percent of positive-control signal above neutral wells. AID 493131. activation, % at 25 µM. 0.99% of 340,000 active;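 active means mean activation above about 17%, with every replicate also reaching it, limit read from the data, passing the limit was not always enough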;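 further: fluorescence polarization rise as delta FosB binds a TAMRA Cdk5 AP-1 oligo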
# PvdQ inh: P. aeruginosa PvdQ acylase inhibition | purified PvdQ acylase, fluorescence plate reader | inhibition, % at 10 µM | 0.063% of 340,000 active; in the data active means inhibition above about 30%, passing the limit was not always enough;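 further: 0% = vehicle neutral wells and 100% = reference inhibitor wells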
# * marks the source's active call; other numbers are inactive results; / = no result given; & = joins results of further samples.
SMILES,LANA DNA inh,CDK5 inh,SUMO Mot1 rescue,RTF Ca sens inh,Keap1 Nrf2 FP,cardiac RTF act,Rtt109 HAT inh,PfHsp90 set2,NSD2 inh,dFosB act,PvdQ inh
COc1ccc(CNC(=O)C2C3C=CC4(CN(Cc5cccnc5)C(=O)C24)O3)cc1 (stereo not given),-1.1,0.9,-13,-4,-4,-3,6,-41,-1,-1,-17
O=C(N/N=C/c1ccc[nH]1)c1ccc2c(c1)OCO2,0.6,0.1,-2,-4,-7,7,1,2,2,-1,-5
CC(C)N(C(=O)[C@H]1C[C@H](CC(=O)NCCN2CCOCC2)C(=O)N2CCc3c([nH]c4ccc(Cl)cc34)[C@]12C)C(C)C,-1.1,-0.3,/,-7,3,-2,-3,-9,/,-15,-6
CP(=O)(Nc1cc(Cl)ccc1Cl)c1nc2c(s1)CCCC2 (stereo not given),-0.9,-0.8,-11,0,-1,0,14,7,36,-2,-3
CCN(CC)c1ccc(/C=N/Nc2nc(C)cc(C)n2)c(O)c1,-2.9,1.5,-2,-5,-8,8,2,-19,23,-6,11
CC[C@H](C)[C@H](NC(=O)OCc1ccccc1)C(=O)OCC(=O)N1CCN(c2ccc(F)cc2)CC1,13,0.2,/,-11,26*,3,6,3,0,-17,-13
CCCNC(=O)[C@H](Cc1c[nH]c2ccccc12)NC(=O)c1ccccc1Cl,-0.6,-1.0,/,-1,-2,1,-1,-3,-1,-7,-14
CCOC(=O)CN1C(=O)C(=O)c2cccc(C)c21,0.4,0.0,-1,-2,-1,-2,8,-2,/,1,-2
Cc1cccc(N2C(=O)Cc3ccccc3C2=O)c1,2.4,-1.9,-9,-12,-1,-2,-9,-1,4,-4,-13
COc1ccc([C@@H]2CC(=O)c3c(O)cc(O)cc3O2)cc1O,-0.4,1.5,0,4,-1,-3,1,-5,/,1,0
CCN(CC)CCN(Cc1cc2cc3c(cc2[nH]c1=O)OCO3)C(=S)NCCOC,-0.6,0.0,24,-5,0,-7,0,21,12,-3,-6
Cc1ccc(-c2nnc(SCC(=O)N3CCN(c4ccccc4)CC3)o2)cc1,0.6,-1.1,/,-9,1,6,-5,-17,1,3,6
O=C(Nc1ccc2oc(-c3ccncc3)nc2c1)c1ccccc1,1.2,0.2,3,6,4,-1,-2,-2,-6,-12,-4
O=S(=O)(Cc1cc(Oc2ccccc2)nc(-c2ccccc2)n1)c1ccccc1,1.0,-0.1,1,-5,-1,-1,-4,/,-2,-6,1
O=C(C1=C(O)C(=O)N(Cc2cccnc2)C1c1ccccn1)c1cccs1 (stereo not given),-2.0,0.2,20,-19,-2,0,-2,8,-9,-2,10
CCCCNC(=O)C1C2C=CC3(CN(Cc4ccccc4Cl)C(=O)C13)O2 (stereo not given),1.4,-1.0,-15,1,0,5,6,/,12,-10,-5
Nc1nc2n(n1)C(=O)CC(c1ccccc1[N+](=O)[O-])N2 (stereo not given),-2.1,1.1,24,1,-3,11,1,24,3,-10,-11
CCCn1c(=NC(=O)c2ccco2)c(C(=O)OCC)cc2c(=O)n3ccccc3nc21,-0.8,-1.4,10,-8,-6,6,6,3,1,-10,0
CCc1cc2c(=O)[nH]cnc2s1,-4.8,-0.2,-11,-1,4,2,-7,-14,2,-7,5
C=CCNC(=O)C12CCC(C)(C(=O)C1Br)C2(C)C (stereo not given),-0.3,-0.5,-6,0,4,11,-3,1,-2,7,10
Cc1cc(C)n(CC(=O)N/N=C/c2ccco2)n1,-0.5,0.0,55,-8,-4,-1,-16,1,0,2,-14
COc1ccc(C)cc1S(=O)(=O)N1CCN(C(=O)c2ncoc2-c2cccc(F)c2)CC1,0.0,2.5,269,1,4,-3,0,-11,-1,-14,10
O=C(N/N=C/c1cc([N+](=O)[O-])ccc1O)c1cccc(N2CCCC2=O)c1,0.7,-3.6,178,5,-3,-4,-1,-25,0,-4,-17
CC(C)CCNC(=O)c1ccc(Cn2c(=S)[nH]c3ccccc3c2=O)cc1,0.6,-1.1,-11,-1,0,1,-1,12,1,2,-2
CC1(C)S[C@@H]2[C@H](NC(=O)Cc3ccccc3)C(=O)N2[C@H]1C(=O)O,1.7&2.0,-0.6&-1.2,-3&137,10&-2,-4&-7,3&-3,7&1,-8&-43,1,2&5,2&-15
# Next section:
SMILES,LANA DNA inh,CDK5 inh,SUMO Mot1 rescue,RTF Ca sens inh,Keap1 Nrf2 FP,cardiac RTF act,Rtt109 HAT inh,PfHsp90 set2,NSD2 inh,dFosB act,PvdQ inh
O=c1cc(-c2ccccc2Cl)c2c([nH]1)CCC2,2.3,0.8,0,3,-3,2,-4,8,/,6,-3
CCOC(=O)c1c(/N=C/N(C)C)sc(/C=N/Nc2ccccc2)c1-c1ccccc1,-0.5,2.0,81,-2,-7,3,/,0,23,0,8
Oc1ccc(Nc2nc(-c3cccnc3)cs2)cc1,3.6,3.7,-1,-3,5,-5,3,14,-2,-5,-17
CNC(=O)N(O)C1N(c2ccccc2)C(=S)SC1(C)C (stereo not given),-2.3,-0.4,-15,0,5,-3,1,-60,-1,1,27
COc1cccc(-c2csc(NC(=O)C3CC3)n2)c1,-1.5,1.0,65,-6,-1,-5,4,11,/,-6,-8
O=C(CCS(=O)(=O)c1ccc(Br)cc1)NCCc1ccccc1,4.1,-0.4,-4,-4,-3,-5,-17,-2,-1,-11,-8
CN(C(=O)c1ccc(NC(=O)Cc2cccc(NC(=O)C3CCCN(C(=O)C4CC4)C3)c2)cc1)C1CCCC1 (stereo not given),-0.3,-1.0,2,-12,-2,-3,-6,/,/,7,-8
Cc1ccc(C)c(C(=O)OCC(=O)N(C)c2ccccc2)c1,-0.6,-0.4,4,-15,-3,-6,-5,-28,-7,5,-11
CCCCOCCCNCC(=O)Nc1ccc(S(N)(=O)=O)cc1,-0.2,-0.7,-1,-6,2,-1,6,35,-2,-9,-2
O=C1COc2ccc(C(=O)COC(=O)Cc3ccccc3F)cc2N1,-1.5,-0.2,11,-4,1,-9,-3,3,-2,0,-8
Cc1ccc2oc(=O)cc(CN3CCC(C)CC3)c2c1,1.1,-1.8,2,-7,0,4,/,/,1,-6,-2
O=C(C1CCN(Cc2cc(Cl)ccc2O)CC1)N1CCN(Cc2ccccc2)CC1,-0.9,-0.6,-10,2,-3,-4,-7,-1,-2,3,-9
CNc1c(NS(=O)(=O)c2ccc3c(c2)CCCC3)c(=O)oc2ccccc12,-1.6,-3.0,-22,-6,1,-7,-4,10,-1,37*,7
CCCCc1nc2cc(C(=O)N3CCC(OC)CC3)ccc2o1,-0.3,/,3,-3,5,-5,5,-3,1,-3,-2
Cc1ccc(NC(=S)NCCN2CCOCC2)cc1,0.7,0.4,/,-7,6,1,5,-2,-1,-5,-10
Cc1ccc(NC(=O)CCc2c(C)nc3ncnn3c2C)cc1,-0.4,3.4,1,-2,1,0,2,-43,2,-2,-19
Cn1nc(-c2ccccc2)c(C(=O)NC(C(=O)O)c2ccccc2)c1Cl (stereo not given),-0.6,0.4,10,/,-2,/,2,-8,-2,-5,-9
O=C(CSc1nc2ccccc2n1CCc1ccccc1)N1CCOCC1,-0.5,0.3,6,-12,-3,6,-11,8,1,-6,-14
C[N+]1(C2CCC3CCC2C3O)CCCC1 (stereo not given),-1.1,-1.4,9,-3,-7,14,0,12,0,0,-13
CC(C)(C)OC(=O)N1CCCC1C(=O)N1CCc2ccccc21 (stereo not given),-0.3,-1.3,15,-5,-2,1,-3,20,5,-7,-9
CCc1ccccc1N(C(=O)c1snc(C(N)=O)c1N)C(C(=O)NCC1CCCO1)c1ccc(OC)c(OC)c1 (stereo not given),-0.9,-0.6,/,-5,-7,3,-106,-11,-6,-19,-8
Cc1ccc(N2C(=O)NC(NC(=O)C(C)(C)C)(C(F)(F)F)C2=O)cc1C (stereo not given),-0.3,2.1,0,-2,6,0,9,-41,0,-4,4
COc1ccc(/C=N/NC(=O)CNC(=O)c2ccc3c(c2)OCCO3)c(C(=O)O)c1OC,1.2,/,-12,-2,4,-3,-2,13,-4,-3,-13
Fc1ccc(-c2[nH]ncc2-c2nnnn2-c2ccccc2)c(F)c1,1.7,-1.3,1,-2,0,5,23,-10,8,-3,-2
COc1ccc(-c2nn(-c3ccccc3)cc2CO)cc1OC,-0.2,1.9,11,3,-6,-2,-1,61,0,-4,-12

# Grouped by structure: the compounds so far with a tert-butyl group
SMILES,LANA DNA inh,CDK5 inh,SUMO Mot1 rescue,RTF Ca sens inh,Keap1 Nrf2 FP,cardiac RTF act,Rtt109 HAT inh,PfHsp90 set2,NSD2 inh,dFosB act,PvdQ inh
CC(C)(C)OC(=O)N1CCCC1C(=O)N1CCc2ccccc21 (stereo not given),-0.3,-1.3,15,-5,-2,1,-3,20,5,-7,-9
Cc1ccc(N2C(=O)NC(NC(=O)C(C)(C)C)(C(F)(F)F)C2=O)cc1C (stereo not given),-0.3,2.1,0,-2,6,0,9,-41,0,-4,4

# Other compounds follow:
SMILES,LANA DNA inh,CDK5 inh,SUMO Mot1 rescue,RTF Ca sens inh,Keap1 Nrf2 FP,cardiac RTF act,Rtt109 HAT inh,PfHsp90 set2,NSD2 inh,dFosB act,PvdQ inh
COc1ccc(C(=O)NCC(c2cccs2)N2CCc3ccccc32)c(OC)c1 (stereo not given),0.1,0.0,-15,3,-3,-31,6,12,1,-4,-1
O=C(COC(=O)c1cccnc1)Nc1ccccc1,0.9,-1.7,-12,-5,1,-4,-5,3,10,-4,-14
Cc1ccc(C2N(c3cccc(Cl)c3)C(=O)C3CCCN32)o1 (stereo not given),-0.3,0.3,-2,-2,-10,-6,4,11,/,-5,1
CCCCc1ccc(NC(=O)CN(C)CC(=O)Nc2ccccc2Cl)cc1,-1.3,-1.8,8,0,-2,-3,-7,-17,-2,-18,-20
Cc1ccc(Nc2nc(N3CCOCC3)nc(N3CCOCC3)n2)cc1,1.7,2.2,-13,1,-3,1,0,-15,-5,-2,-14
Cc1c(CC(=O)NCCCCCC(=O)O)c(=O)oc2cc3occ(-c4ccccc4)c3cc12,-1.1,1.8,-4,1,1,-3,-1,2,2,-18,-9
Cc1ncc([N+](=O)[O-])n1CC(=O)NC(C)(C)C,-0.8,0.5,13,-18,-5,-2,-8,13,0,-6,11
O=C(Nc1nc(N2C(=O)c3ccccc3C2=O)n(-c2ccccc2)n1)c1ccc(Cl)cc1,-0.5,-0.2,-6,3,-7,2,4,11,17,-7,-4
O=C(N/N=C/c1ccco1)c1cc(-c2cccs2)[nH]n1,0.9,0.8,-3,7,-1,0,2,2,1,-13,-10
CSc1cccc(NC(=O)C2CCCN(c3ncnc4c3nc3n4CCCCC3)C2)c1 (stereo not given),0.1,0.7,9,-2,1,2,21,3,5,-6,0
CC(=O)c1ccc(N2CCN(C(=O)CCC(=O)Nc3ccc4nc(N5CCN(C)CC5)cc(C)c4c3)CC2)cc1,0.4,0.0,49,-3,-6,-3,13,26,6,-5,-4
CCN(CC(=O)Nc1ccccc1OC)C(=O)C1CC2C=CC1C2 (stereo not given),0.4,1.6,28,4,-3,-2,/,/,1,4,10
Cc1nnsc1SCCNC(=O)c1c(F)cccc1F,1.4,1.0,9,-3,-1,-1,3,42,36,0,-14
Cc1cc(S(=O)(=O)NCc2ccncc2)c(C)cc1Br,1.4,0.5,-6,-5,2,0,8,-27,1,5,-1
O=C1OCCC1Sc1nc2ccccc2n1-c1ccccc1 (stereo not given),0.5,-0.1,1,2,-1,0,-11,8,/,-16,-12
